Compound activity deposited in PubChem by National Center for Advancing Translational Sciences (NCATS).
Pol beta inh – inhibitors of human DNA polymerase beta; P06746; Pol beta primer extension/strand displacement, fluorescence kinetic; Potency, µM (highest dose often 114 µM), for inactives: at the highest dose activity change, negative = inhibition, actives largely listed as inhibitors; actives 1.3% (n = 340,000); AID 485314; further: potency means the concentration at half of the fitted maximal effect; on the % scale 0 is the no-effect control and ±100 the full control effect
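Human Pol beta at 10 nM; strand-displacement substrate 50 nM final. Compound exposure 15 min at room temperature before start, reaction 10 min at room temperature.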
APEX1 inh – blocks human APE1 abasic DNA cleavage. P27695. recombinant APE1, TAMRA/BHQ-2 abasic DNA cleavage fluorescence. Potency, µM (doses to about 65.8 µM), for the others: at the top dose activity change, negative = inhibition, usual class: inhibitors. actives 0.35% (n = 350,000). AID 2517;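 further: potency means the concentration at half of the fitted maximal effect; plate controls were vehicle for no effect and reference inhibitor for full effect; nearly all actives have a fitted effect of over 55% in size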
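0.75 nM APE1 + cpd, 15 min RT; start w/ 50 nM TAMRA/BHQ-2 THF-abasic dsDNA; kinetic fluor 525/598 nm ×3 reads @60 s; Δ(read3−read1); normalized to DMSO and NSC13755 control wells.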
BLM helicase inh – Bloom syndrome helicase (human) inhibition | P54132 | recombinant BLM DNA unwinding, fluorescence dequenching | Potency, µM (series often up to 56.1 µM), for inactives: at the highest dose activity change, negative = inhibition, most hits filed as inhibitors | actives 0.2% (n = 350,000);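 further: potency means the concentration at half of the fitted maximal effect; plate controls were vehicle for no effect and no enzyme for full effect; nearly all actives have a fitted effect of over 35% in size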
POLK inh – DNA polymerase kappa (human) inhibition. purified Pol kappa, fluorescent DNA synthesis assay, 10 min. actives 0.53% (n = 400,000). Q9UBT6. AID 588579. Potency, µM (top dose mostly 107 µM), for the others: at the highest dose activity, negative = inhibition, actives largely listed as inhibitors; further: potency means the concentration at half of the fitted maximal effect; on the % scale 0 is the no-effect control and ±100 the full control effect
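Fluorescent qHTS in 1536-well format: enzyme (10 nM) and compound sat 15 min at room temperature before 50 nM substrate (final) was added. Signal taken at 0 and 10 min; no-enzyme buffer wells were negative controls.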
POLI inh – DNA polymerase iota (human) inhibition; AID 588590; Potency, µM (doses to about 115 µM), inactives show at the highest dose activity, negative = inhibition, most hits filed as inhibitors; Pol iota fluorescent replication assay, 10 min; Q9UNA4; actives 1% (n = 390,000); further: potency means the concentration at half of the fitted maximal effect
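Fluorescent replication assay read twice, at 0 min and 10 min after adding 50 nM (final) substrate. Enzyme (10 nM) and compounds were first incubated 15 min at room temperature; enzyme-free buffer wells were negative controls.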
TRHR ag – TRH receptor (human) agonism | P34981 | TRHR cells, calcium flux fluo-8, FDSS agonist mode | activation, % at 2 µM | actives 0.18% (n = 360,000) | AID 493084; in the data active means activation above about 30%; further: 0% is about no effect
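In this calcium-flux screen, cells bearing human TRHR are dye-loaded with fluo-8, baselined for 10 cycles, then exposed to library compounds; positive kinetic calcium responses during the agonist phase mark hits, with TRH as control.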
Anesthetic bind – candidate novel general anesthetic via apoferritin binding | Potency, µM (doses to about 77.5 µM), without a hit: top-dose activity change, negative = displacement, most hits filed as inhibitors | actives 0.074% (n = 350,000) | AID 485281 | apoferritin/1-aminoanthracene competitive binding, fluorescence; further: potency means the concentration at half of the fitted maximal effect; on the % scale 0 is the no-effect control and ±100 the full control effect; nearly all actives have a fitted effect of over 20% in size
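Apoferritin-based anesthetic binding model; compound displacement of fluorescent 1-AMA measured as endpoint fluorescence after 10 minutes at room temperature, scaled to free-ligand and complex controls.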
ERG Ets-DNA blk – ERG Ets/DNA interaction inhibition; P11308; fluorescence polarization, His-ERG Ets domain / labelled DNA; Potency, µM (titrated, usually from 76.9 µM), without a hit: at the highest dose FP activity, negative = inhibition, most hits filed as inhibitors; actives 0.028% (n = 370,000); AID 624246; active means well fitted inhibition curve with a large enough effect in the polarisation, with a control signal flat; inconclusive means small, poorly fitted or top-dose-only effect, or effect the other way, or a change in a side signal; inactive means no such curve, though single readings can be large or run the other way; the % refers to the polarisation;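 further: polarization taken with two DNA probes labelled with fluorescein and Texas red; potency means the concentration at half of the fitted maximal effect; % of control where 0% means no effect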
Target sequence (P11308 whole entry, looked up, the tested form may be a part): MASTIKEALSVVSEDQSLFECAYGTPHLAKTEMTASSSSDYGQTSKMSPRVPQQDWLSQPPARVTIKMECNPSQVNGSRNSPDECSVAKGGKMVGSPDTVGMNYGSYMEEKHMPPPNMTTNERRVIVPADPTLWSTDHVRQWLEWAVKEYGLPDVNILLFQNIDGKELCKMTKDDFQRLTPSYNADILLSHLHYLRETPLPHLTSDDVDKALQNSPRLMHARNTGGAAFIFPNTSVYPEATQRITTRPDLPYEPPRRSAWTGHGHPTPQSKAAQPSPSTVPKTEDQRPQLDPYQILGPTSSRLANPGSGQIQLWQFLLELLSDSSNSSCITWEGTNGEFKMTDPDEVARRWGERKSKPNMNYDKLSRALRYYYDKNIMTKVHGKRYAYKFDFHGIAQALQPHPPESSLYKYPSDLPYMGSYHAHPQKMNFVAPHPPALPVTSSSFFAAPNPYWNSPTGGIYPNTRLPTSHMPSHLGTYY
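His-tagged ERG Ets domain (1 uM in the protein solution; 300mM KCl, 50mM Tris-HCl, 1mM EDTA, 1mM DTT, pH 7.5) received compound, then a probe mix of 5 nM fluorescein-DNA and 100nM Texas-615-DNA. Fluorescence polarization was read for both dyes.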
ALOX12 inh – inhibitors of human 12S-lipoxygenase ALOX12 | P18054 | purified 12hLO, xylenol orange hydroperoxide absorbance | actives 1.1% (n = 580,000) | Potency, µM (top dose mostly 108 µM), for the others: top-dose activity change, negative = inhibition, usual class: inhibitors; further: potency means the concentration at half of the fitted maximal effect; on the % scale 0 is the no-effect control and ±100 the full control effect
Target sequence (P18054 whole entry, looked up): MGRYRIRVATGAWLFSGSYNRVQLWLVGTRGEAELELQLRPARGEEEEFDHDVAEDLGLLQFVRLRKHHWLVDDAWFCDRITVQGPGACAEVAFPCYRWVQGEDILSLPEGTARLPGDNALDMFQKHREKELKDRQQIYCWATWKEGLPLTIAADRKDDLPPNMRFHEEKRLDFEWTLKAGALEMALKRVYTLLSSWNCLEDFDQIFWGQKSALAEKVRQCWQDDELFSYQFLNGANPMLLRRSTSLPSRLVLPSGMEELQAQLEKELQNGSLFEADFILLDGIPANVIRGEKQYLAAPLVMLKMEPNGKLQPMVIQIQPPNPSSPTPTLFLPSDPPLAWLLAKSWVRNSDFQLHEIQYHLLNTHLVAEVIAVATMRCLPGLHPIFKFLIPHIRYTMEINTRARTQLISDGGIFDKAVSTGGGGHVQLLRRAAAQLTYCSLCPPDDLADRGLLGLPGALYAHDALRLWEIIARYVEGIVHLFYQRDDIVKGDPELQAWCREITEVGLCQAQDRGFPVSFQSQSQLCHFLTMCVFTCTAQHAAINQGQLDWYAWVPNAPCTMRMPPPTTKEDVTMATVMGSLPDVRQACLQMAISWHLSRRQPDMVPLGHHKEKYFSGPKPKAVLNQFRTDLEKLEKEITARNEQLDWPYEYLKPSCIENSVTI
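Purified human 12hLO at 150 nM in 25 mM Hepes, 0.01% Triton X-100, pH 7.0, preincubated 15 min at room temperature with compound. Reaction started with 40 uM arachidonic acid, 30 min at room temperature. Hydroperoxide measured by Fe-xylenol orange, 573/405 nm absorbance ratio.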
* marks the source's active call; other numbers are inactive results; u = inconclusive; x = no result given; [ ] = remark or other dose. Unless noted, the call rests on the fitted dose curve; in most records, active means well fitted curve in the direction sought with a large enough effect; inconclusive means small, poorly fitted or top-dose-only effect, or another doubt; inactive means no such curve, though single readings can be large; an effect the other way counts as inactive or inconclusive. Some of the compounds tested; count on the stated rates, not on these rows.

| SMILES | Pol beta inh | APEX1 inh | BLM helicase inh | POLK inh | POLI inh | TRHR ag | Anesthetic bind | ERG Ets-DNA blk | ALOX12 inh |
| --- | --- | --- | --- | --- | --- | --- | --- | --- | --- |
| NC(=O)CN1CCN(C2CC(=O)N(CCc3ccccc3)C2=O)CC1 (stereo not drawn) | 0% | -2% | -7% | -7% | 13% | 1.2 | -3% | 1% | 0% |
| COc1cc(NC(=O)CC2C(=O)N(c3cccc(C)c3)C(=O)N2Cc2ccc(F)cc2)cc(OC)c1 (stereo not drawn) | -22% | x | -3% | -20% | 4% | -0.5 | -16% | -3% | -47% |
| Cc1csc(SCCn2c(Br)nc3c2c(=O)[nH]c(=O)n3C)n1 | u | -4% | -7% | 12% | 12% | 0.2 | -7% | 5% | 9% |
| CCN1CCN(C(=O)c2cc3c(s2)-c2ccccc2S(=O)(=O)C3)CC1 | 2% | 0% | -8% | -10% | u | 0.3 | -4% | 11% | -20% |
| COCCN1CC(C(=O)NCCc2nc(C)c(C)s2)CCC1=O (stereo not drawn) | 3% | 46% | -3% | 6% | -21% | 0.0 | -1% | -3% | -10% |
| Cc1ncc(CN2CCN(Cc3ccc(F)cc3)C(CCO)C2)s1 (stereo not drawn) | -9% | -2% | -3% | 3% | 67%[activator] | 0.6 | -9% | 1% | 2% |
| CC(C)C[C@H](NC(=O)[C@H](CCCCN)NC(=O)CNC(=O)[C@H](CC(C)C)NC(=O)[C@@H](N)C(C)C)C(=O)N[C@@H](CO)C(=O)N[C@@H](CCC(N)=O)C(=O)N[C@@H](CCC(=O)O)C(=O)N[C@@H](CC(C)C)C(=O)N[C@@H](Cc1cnc[nH]1)C(=O)N[C@@H](CCCCN)C(=O)N[C@@H](CC(C)C)C(=O)N[C@@H](CCC(N)=O)C(=O)N[C@H](C(=O)N[C@@H](Cc1ccc(O)cc1)C(=O)N1CCC[C@H]1C(=O)N[C@@H](CCCNC(=N)N)C(=O)N[C@H](C(=O)N[C@@H](CC(N)=O)C(=O)N[C@H](C(=O)NCC(=O)N[C@@H](CO)C(=O)NCC(=O)N[C@H](C(=O)N1CCC[C@H]1C(N)=O)[C@@H](C)O)[C@@H](C)O)[C@@H](C)O)[C@@H](C)O | x | 1% | 1% | 22%[60.1 µM] | x | x | -1% | x | x |
| CC(=O)NCc1ccc(-c2csc(-c3cccs3)n2)cc1 | 4% | 58% | 1% | 8% | 49%[activator] | -0.6 | u | 1% | -48% |
| CC(C)c1ccc(NC2CCCN(C(=O)CCN3CCCO3)C2)cc1 (stereo not drawn) | 15% | 4% | -3% | 8% | 6% | 0.2 | -8% | 2% | 3% |
| CCN1C(=S)SC(=O)C1=C1C=C(C)OC(C)=C1 | 0% | 4% | -1% | -9% | 0% | 1.1 | u | -5% | 0% |
| COCCOC(=O)c1c(C)oc2ccc(OC(=O)c3c(OC)cccc3OC)cc12 | u | 7% | -8% | -7% | 5% | 0.7 | 67%[activator] | -4% | 1% |
| CN(C(=O)OC(C)(C)C)[C@H](Cc1ccccc1)C(=O)N[C@H]1CCCCNC1=O | x | 8% | x | 0% | 5% | x | x | 14% | 13% |
| O=C(CCCCn1c(=O)c2ccccc2n(Cc2ccccc2F)c1=O)NCc1ccc2c(c1)OCO2 | 4% | x | -1% | 3% | 10% | -1.0 | 4% | 7% | -19% |
| CCN(CC)CCCNC(=O)c1cn(CC)c2cc(N3CCN(C(=O)c4ccco4)CC3)c(F)cc2c1=O | 10% | 44%[activator] | 48%[activator] | 12% | -11% | 0.1 | -5% | -11% | -4% |
| Cc1nc(-c2ccc(S(=O)(=O)N3CCCN(CCc4ccccc4)CC3)s2)cs1 | -2% | 4% | -5% | -4% | 53%[activator] | 1.4 | -5% | 9% | 147%[activator] |
| CN(C)S(=O)(=O)c1cccc(NC(=O)CSc2nc3c(cc2C#N)C(=O)CC(C)(C)C3)c1 | -2% | -6% | 5% | -17% | 4% | 0.2 | -10% | 9% | -8% |
| O=C(Nc1cccnc1Cl)c1ccc2c(Cl)c3c(nc2c1)CCC3 | 14% | -5% | -9% | -10% | 61%[activator] | -1.4 | u | -7% | -6% |
| O=C(/C=C/c1nc2ccccc2s1)N1CCCCCC1 | u | -5% | 0% | -5% | -20% | -0.3 | u | -1% | 6% |
| CN1CCN(CCCNC(=O)c2ccc3nc(Cc4ccccc4)oc3c2)CC1 | -14% | x | -11% | -8%[60.1 µM] | -2% | 0.6 | 0% | -3% | 1% |
| Cc1ccc(C(=O)Nc2nc3ccc(S(C)(=O)=O)cc3s2)s1 | 6% | 13% | 0% | -18% | 6% | -0.1 | -9% | 0% | 0% |
| CCCCC(=O)Oc1ccccc1C1SCc2cc(C)c(C)cc2CS1 | -1% | -3% | -2% | 0% | -2% | 0.7 | -4% | 4% | -15% |
| C=CC[N+]1(CC=C)CCOCC1 | 101% | 23% | 3% | 12% | 32%[activator] | 0.8 | 1% | 9% | 50%[activator] |
| CCCCC1=CC2=C(c3ccco3)C(=O)C(C)(OC(=O)c3ccc(OC)cc3)C(=O)C2=CN1CC1CC1 (stereo not drawn) | -4% | 1%[12.4 µM] | -4%[12.4 µM] | -21% | -20% | 1.0 | -6% | 4% | u |
| CCOc1ccc(C2NC(=O)Cc3cc(OC)c(OC)cc32)cc1 (stereo not drawn) | 20% | 3% | -3% | -12% | 0% | -0.5 | 0% | -14% | -6% |
| O=C(Cn1nnc2ccccc21)c1ccc(Br)cc1 | -2% | 12% | -2% | 2% | 56%[activator] | -0.4 | 2% | -3% | 4% |
| CN(CC(=O)Nc1ccc(Cl)c(C(F)(F)F)c1)C(=O)CCC(=O)c1ccccc1 | x | -1% | x | -11% | 17% | -0.8 | x | -3% | -3% |
| COc1ccc(OC)c(N2CC(O)(c3cccs3)[N+]3=C2SCCC3)c1 (stereo not drawn) | u | 2% | -3% | -3% | 92%[activator] | 1.9 | -7% | 9% | 7% |
| CCNc1ccc(Br)cc(C(=O)/C=C/c2ccc(Cl)cc2)c1=O | 28µM* | 2% | -20% | u | u | 2.7 | -15% | 6% | x |
| CCOc1cc(CNCc2cccnc2)cc(Br)c1OCC(N)=O | -1% | 33% | -2% | -4% | 11% | -0.3 | -5% | 1% | -11% |
| CCCn1cc(S(=O)(=O)c2ccc(Cl)cc2)c(=O)c2cc(OC)ccc21 | -9% | 3% | 0% | -15% | 24% | -1.0 | -23% | -8% | -4% |
| COc1ccccc1/C=C/C(=O)NC1CC2CCC1C2 (stereo not drawn) | 27% | 20% | -4% | -7% | 0% | -0.8 | -23% | -8% | 15% |
| CC(=O)c1cccc(NC(=O)Nc2cc3c(cc2N2CCCC2)n(C)c(=O)n3C)c1 | 0% | x | -6% | 0% | -6% | 1.5 | -21% | -3% | -15% |
| N=C(N)SCc1ccccn1 | 0% | 5% | -7% | -3% | 13% | -0.7 | -4% | 0% | u |
| Cc1ccc(S(=O)(=O)c2c(COC(=O)c3ccc(Cl)cc3)c(-c3ccccc3)nn2C)cc1 | -9% | 2% | -2% | -12% | 8% | 0.3 | -15% | 4% | 0% |
| CCn1nc(C)c(/C=N/NC(=O)Cn2nnc(N)n2)c1C | -23% | 8% | -6% | -4% | 3% | 0.3 | -5% | -3% | 210%[activator] |
| COc1ccc(S(=O)(=O)N(C)CC(=O)NCC2CCCO2)cc1OC (stereo not drawn) | -14% | 70%[activator] | -6% | 1% | 15% | 0.0 | 0% | -2% | -22% |
| C=CCNCCOc1ccc(C(C)(C)c2ccccc2)cc1 | -22% | 6% | 2% | -16% | 3% | 0.2 | u | 11% | u |
| Cc1ccccc1CCNC(=O)c1ccc2c(c1)nc1n2CCCCC1 | 0% | x | 0% | -3%[60.1 µM] | 25% | -0.6 | -8% | -1% | -21% |
| NC(=O)c1ccc(Nc2ccc3c(c2)CCC3)c([N+](=O)[O-])c1 | 7% | 8% | 0% | -20% | -19% | -0.4 | -9% | 3% | -28% |
| CC(=O)Nc1cccc(C(=O)/C=C/c2ccc(/C=C/C(=O)c3cccc(NC(C)=O)c3)cc2)c1 | -24% | 2% | -2% | x | x | 0.8 | 0% | x | 13% |
| COc1cc(CCC(=O)N2CCN(S(=O)(=O)c3ccc(C)c(C)c3)CC2)cc(OC)c1OC | -1% | -3% | 4% | 0% | 25% | -0.9 | -3% | 5% | -9% |
| CCc1ccc(OCCOCC(O)CNC(C)(C)C)cc1 (stereo not drawn) | 8% | 0% | 3% | 0% | 10% | 0.0 | -5% | 9% | 25% |
| CCOC(=O)C(=O)NNc1ccccc1OC | 10% | -8% | -5% | 0% | 137%[activator] | 1.0 | -9% | 4% | u |
| Cc1nc2ccccc2c(=O)n1NC(=O)c1ccccc1Br | 31% | -1% | 0% | -16% | 34%[activator] | 0.7 | -5% | 6% | 0% |
| CC1CCCCN1C(=O)c1ccccc1NC(=O)c1ccco1 (stereo not drawn) | -11% | -2% | -2% | -5% | 4% | -0.3 | -9% | 3% | 0% |
| Cc1ccc(CSCCNC(=O)CN(c2cccc([N+](=O)[O-])c2)S(C)(=O)=O)cc1 | 1% | 0% | -5% | -2% | 2% | -0.5 | -20% | 9% | -16% |
| O=Cc1ccnc(-c2ccc(OC(=O)c3ccco3)cc2)n1 | 2% | -2% | -20% | -16% | 281%[activator] | 9.0 | -18% | 6% | 52%[activator] |
| O=C(COC(=O)CCCc1nc2ccccc2s1)NC(=O)NCc1ccco1 | u | u | -10% | -42% | u | -1.5 | -11% | 2% | -9% |
| Cc1ccc(NC(=S)NCc2ccc(Cl)cc2)c(OC(F)F)c1 | 1% | -19% | -7% | -17% | 8% | 1.1 | u | 5% | u |
| CN(CCc1ccccn1)C(=O)CCC1CCCN(C(=O)c2ccc3c(c2)OCCO3)C1 (stereo not drawn) | 27% | 3% | -1% | 3% | 25% | 0.5 | -3% | -1% | 6% |
| Cc1ccc(NC(=O)c2ccco2)nc1 | x | x | x | 1% | 24% | x | x | 5% | -6% |
